Screening data from PubChem BioAssay.
procasp3 activ – activators of human procaspase-3 D3A mutant, primary screen, biochemical, absorbance, PC-3 D3A mutant, single concentration; recombinant procaspase-3 D3A, Ac-DEVD-pNA absorbance 405 nm; AID 463141, 2010; activation, % at 8.5 µM; actives 0.11% (n = 330,000); Caspase-3 (Homo sapiens), P42574;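 active = activation above the mean of all tested compounds plus 3 SD, cut at about 21% in these data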;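 also: 0% = DMSO alone and 100% = DMSO wells spiked with extra 5 µM PC-3 D3A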
Target sequence (P42574 whole entry D9A/D28A/D175A): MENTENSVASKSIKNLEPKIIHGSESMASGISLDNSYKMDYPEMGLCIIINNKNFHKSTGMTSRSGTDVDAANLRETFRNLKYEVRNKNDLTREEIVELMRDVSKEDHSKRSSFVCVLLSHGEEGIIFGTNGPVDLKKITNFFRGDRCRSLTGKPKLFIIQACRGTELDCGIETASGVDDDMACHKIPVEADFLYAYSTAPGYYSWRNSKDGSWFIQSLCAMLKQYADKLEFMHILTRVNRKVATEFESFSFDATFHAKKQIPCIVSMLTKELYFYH
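Technique: 405 nm absorbance of p-nitroaniline, reads at 0 and 120 min; Test system: Procaspase-3 D3A mutant; Incubation: 1 h enzyme-compound preincubation, then 2 h substrate reaction, 25 °C; Repeats: singlicate, each compound tested once; Benchmarks: low control DMSO wells, high control DMSO plus 5 µM PC-3 D3A.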
AHR act – AHR activators, primary screen, cell-based, luminescence, luciferase reporter, human | Aryl hydrocarbon receptor (Homo sapiens), P35869 | AHR-responsive luciferase reporter cells | activation, % at 5 µM | actives 2.5% (n = 320,000) | AID 2796, 2010; in the data active = activation above about 47%;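 also: 0% = vehicle wells and 100% = reference agonist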
PP5 primary – PP5 phosphatase inhibitors, primary screen, biochemical, fluorescence. Serine/threonine-protein phosphatase 5 (Homo sapiens), P53041. purified PP5c, OMFP substrate fluorescence. inhibition, % at 6.7 µM. actives 0.18% (n = 320,000). AID 1987, 2009;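 active = inhibition above the campaign's mean inhibition across all tested compounds plus 3 SD, cut at about 9.5% in these data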;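 also: 0% = DMSO only and 100% = 100 µM cantharidin control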
Target sequence (P53041 whole entry, looked up): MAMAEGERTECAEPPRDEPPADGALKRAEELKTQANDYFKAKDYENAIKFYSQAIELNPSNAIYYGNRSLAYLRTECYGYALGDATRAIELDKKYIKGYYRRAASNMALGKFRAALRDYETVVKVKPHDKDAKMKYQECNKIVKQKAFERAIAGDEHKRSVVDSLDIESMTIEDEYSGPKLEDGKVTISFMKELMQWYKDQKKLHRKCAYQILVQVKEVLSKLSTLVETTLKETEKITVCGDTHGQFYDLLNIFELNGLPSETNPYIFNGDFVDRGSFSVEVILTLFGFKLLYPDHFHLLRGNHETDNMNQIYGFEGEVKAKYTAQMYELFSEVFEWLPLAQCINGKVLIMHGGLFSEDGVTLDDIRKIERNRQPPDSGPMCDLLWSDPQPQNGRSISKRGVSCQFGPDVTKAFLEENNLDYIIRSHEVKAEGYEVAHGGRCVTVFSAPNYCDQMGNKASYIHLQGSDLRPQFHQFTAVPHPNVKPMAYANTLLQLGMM
procasp7 counter – procaspase-7 activators, primary screen, counter-screen for procaspase-3 activator project, biochemical, absorbance, HTS, human | Caspase-7 (Homo sapiens), P55210 | recombinant procaspase-7, Ac-DEVD-pNA absorbance 405 nm; D23A/D198A/D206A triple mutant, cannot self-cleave; scale: DMSO 0, 5 µM enzyme 100 | activation, % at 8.5 µM | actives 0.093% (n = 330,000);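 active = percent activation above the screen-wide mean plus 3 SD, cut at about 25% in these data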
Target sequence (P55210 whole entry D23A/D198A/D206A): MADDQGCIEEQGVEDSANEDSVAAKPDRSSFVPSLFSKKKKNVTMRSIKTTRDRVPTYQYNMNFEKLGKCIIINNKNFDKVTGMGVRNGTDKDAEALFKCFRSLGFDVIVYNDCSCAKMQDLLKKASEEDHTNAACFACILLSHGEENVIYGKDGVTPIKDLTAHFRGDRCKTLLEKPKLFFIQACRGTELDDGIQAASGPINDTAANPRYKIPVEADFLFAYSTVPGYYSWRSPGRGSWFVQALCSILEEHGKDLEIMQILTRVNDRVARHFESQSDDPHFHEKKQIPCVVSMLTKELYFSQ
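Detection: p-Nitroaniline absorbance at 405 nm, read at 0 and 120 min; system: Uncleavable procaspase-7 mutant enzyme; evaluation: % activation from two-timepoint absorbance difference, scaled to controls; times: 1 h enzyme–compound preincubation and 2 h substrate reaction, both 25 °C; buffer or medium: Zinc-free HEPES pH 7.4 with 300 mM NaCl, 0.01% Triton X-100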
PAFAH2 FP inh – PAFAH2 enzyme inhibitors, primary screen, biochemical, fluorescence polarization, human. inhibition, % at 3.39 µM. AID 492956, 2010. Platelet-activating factor acetylhydrolase 2, cytoplasmic (Homo sapiens), Q99487. recombinant PAFAH2, FP-rhodamine activity probe. actives 0.99% (n = 340,000);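 active = inhibition above the mean over all tested compounds plus 3 SD, cut at about 30% in these data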;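 also: inhibitors block probe labeling of enzyme so polarization drops; 0% = enzyme with DMSO and 100% = wells lacking PAFAH2 protein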
PP1 inh – PP1-alpha phosphatase inhibitors, primary screen, counter-screen for PP5 inhibitor project, biochemical, fluorescence, OMFP substrate, single point | purified PP1alpha | inhibition, % at 6.7 µM | Serine/threonine-protein phosphatase PP1-alpha catalytic subunit (Homo sapiens), P62136 | actives 0.9% (n = 320,000) | AID 2235, 2010;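 active = inhibition above the mean inhibition of all tested compounds plus 3 SD, computed separately for each screening campaign, cut at about 15% in these data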
HCV core dimer – inhibitors of HCV core protein dimerization, primary screen, biochemical, TR-FRET, high-throughput | AID 1899, 2009 | TR-FRET GST/Flag-core106 dimerization, 1536-well | actives 0.33% (n = 300,000) | inhibition, % at 5 µM;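 active = inhibition above the mean of all tested compounds plus 3 SD, set per screening campaign, cut at about 45% in these data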
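Material: GST/Flag-tagged HCV core106 proteins. Incubation: 4 h, 22.5 °C incubation. Read-out basis: inhibition (%) from 671 over 617 nm ratio. Measured by: TR-FRET, excitation 340 nm, emission 617 and 671 nm.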
TPT1 inh – Candida albicans TPT1 enzyme inhibitors, primary screen, biochemical, fluorescence polarization; tRNA 2'-phosphotransferase TPT1 (Candida albicans SC5314); recombinant caTPT1, FP RNA substrate dephosphorylation; inhibition, % at 5 µM; actives 0.81% (n = 300,000);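 active = inhibition above the mean of all tested compounds plus 3 SD, set per screening campaign, cut at about 24% in these data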;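 also: plate controls were DMSO alone for no effect and ferristatin control at 100 nM for full effect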
CTSL1 counter – Fasciola hepatica cathepsin L1 inhibitors, primary screen, counter-screen for PFM18AAP inhibitor project, biochemical, QFRET, fluorogenic peptide substrate; recombinant F. hepatica cathepsin L1, Z-Leu-Arg-MCA fluorescence; inhibition, % at 5.96 µM; actives 0.49% (n = 300,000); AID 1906, 2009;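 active = inhibition above the mean of all tested compounds plus 3 SD, set per screening campaign, cut at about 17% in these data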;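 also: 0% = plate median of test compound wells and 100% = 1 µM Z-Phe-Ala-diazomethylketone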
Starred values were filed as active, the others as inactive; . = not tested or not shown.

SMILES	procasp3 activ	AHR act	PP5 primary	procasp7 counter	PAFAH2 FP inh	PP1 inh	HCV core dimer	TPT1 inh	CTSL1 counter
O=C(NC(=O)c1csnn1)Nc1ccccc1Cl	-2	12	3.7	-8	-3	2	-2	-1	0
COc1ccc([N+](=O)[O-])cc1NC(=O)c1ccc(N(Cc2ccccc2C)S(C)(=O)=O)cc1	1	5	1.4	6	-4	2	0	-3	2
CCO[C@H]1OC(C(N)=O)=C[C@@H](c2csc3ccccc23)[C@@H]1CCCO	11	7	-0.4	-2	-4	9	-6	-3	-4
Cc1nc2c(C(=O)NCCc3ccccc3)c[nH]n2c(=O)c1Cl	6	0	2.0	5	12	5	0	-4	3
O=C(CN1CCOCC1)Nc1ccc(Cl)cn1	-2	0	-0.8	8	-1	-4	0	-1	-1
CC(C)NC(=O)CCn1ccc2cc(S(=O)(=O)N3CCCC3)ccc21	0	0	0.3	-1	-6	-4	-1	1	-1
COc1ccccc1C(=O)NNC(=O)c1ccncc1	4	28	0.4	10	4	2	-4	2	-4
COc1cccc2cc(C(=O)C3=C(O)C(=O)N(CCN4CCOCC4)C3c3cccs3)oc12 (stereo not given)	-46	15	-3.1	-73	11	-2	12	9	0
COc1ccc(-c2[nH]c(-c3ccccc3)nc2SCC(=O)NCc2ccco2)cc1OC	-11	121*	1.2	-12	-7	7	-17	-5	-7
CC1CC(C)(C)NC(=S)N1CCC(=O)NCCc1ccc(Cl)cc1 (stereo not given)	-9	1	-1.4	-8	-2	8	-1	-1	8
CCOC(=O)C1=C(C)NC(=O)NC1c1ccc(OC)c(CN2CCOCC2)c1 (stereo not given)	9	3	-0.2	-14	-7	1	-2	-1	1
COc1ccc(CNC(=O)COC(=O)c2ccc(Br)cc2)cc1	1	-1	-0.8	-4	-17	-3	4	1	5

Pulled by compound from the list above:
SMILES	procasp3 activ	AHR act	PP5 primary	procasp7 counter	PAFAH2 FP inh	PP1 inh	HCV core dimer	TPT1 inh	CTSL1 counter
CCO[C@H]1OC(C(N)=O)=C[C@@H](c2csc3ccccc23)[C@@H]1CCCO	11	7	-0.4	-2	-4	9	-6	-3	-4
CCOC(=O)C1=C(C)NC(=O)NC1c1ccc(OC)c(CN2CCOCC2)c1 (stereo not given)	9	3	-0.2	-14	-7	1	-2	-1	1
O=C(NC(=O)c1csnn1)Nc1ccccc1Cl	-2	12	3.7	-8	-3	2	-2	-1	0
Cc1nc2c(C(=O)NCCc3ccccc3)c[nH]n2c(=O)c1Cl	6	0	2.0	5	12	5	0	-4	3

(list continues)
SMILES	procasp3 activ	AHR act	PP5 primary	procasp7 counter	PAFAH2 FP inh	PP1 inh	HCV core dimer	TPT1 inh	CTSL1 counter
COC(=O)C(Cc1c[nH]c2ccccc12)NC(=O)c1cc(-c2ccc(OC)c(OC)c2)oc1C (stereo not given)	-9	12	3.2	-7	7	0	-2	8	-1
CCN1C(=O)[C@@H]2[C@@H](c3ccc(-c4ccc(C(C)=O)cc4)c(OC)c3)N3CCCC[C@@]3(C(=O)OC)[C@@H]2C1=O	6	-2	4.5	6	-4	-3	6	2	5
O=S(=O)(NCCNc1nccc(C(F)(F)F)n1)c1ccccc1	-1	-3	1.0	3	1	-1	-2	0	0
COc1cc(-c2noc(C)c2-c2ccc(N(C)C)nc2)cc(OC)c1OC	8	5	1.9	1	2	4	0	-3	-3
CCOC(=O)c1c(C)[nH]c(C(=O)COC(=O)c2cccnc2Cl)c1C	2	4	.	11	-5	.	.	.	.
CN(c1ccccc1)S(=O)(=O)c1cccc(NC(=O)c2ccc3ncsc3c2)c1	-3	14	2.5	-2	-19	3	4	-2	-9
COCC(=O)N1CCC(Oc2ccc(C(=O)NCc3cc(C)no3)cc2)CC1	9	0	3.0	11	-8	2	-13	-4	-4
O=C/C(=C\Nc1ccc(S(=O)(=O)CCO)cc1)c1nc2cc(Cl)ccc2o1	-3	21	1.3	4	6	8	18	5	7
CC(C(=O)Nc1ncc([N+](=O)[O-])s1)N1C(=O)c2ccccc2S1(=O)=O (stereo not given)	-11	-2	0.5	0	14	-7	-2	-4	-3
Cn1c(SCC(=O)Nc2ccc3c(c2)n(C)c(=O)n3C)nnc1-c1ccncc1	0	2	1.6	-12	-10	0	-14	-2	-3
Clc1ccc(C[n+]2cc(-c3ccccc3)n3c2CCCCC3)c(Cl)c1	-3	-1	-2.2	4	-2	0	-2	-2	1
CS(=O)(=O)N(Cc1ccccc1)c1ccc(C(=O)NN=C2CCCCCC2)cc1	7	10	3.2	-4	1	6	-10	-2	8
Cc1ccc(N2C(N)=NC(N)=NC23CCCC3)c(C)c1	12	0	-0.8	-7	3	-4	4	-1	0
CCN(CC)C(=O)c1ccccc1NC(=O)c1ccccc1	3	3	-0.1	5	-5	-4	0	-2	0
Cc1ccc(N/C(N)=N/c2nc3c(c(=O)[nH]2)CCCC3)c(C)c1	-1	4	-1.1	1	-1	-2	-9	-3	-2
CCc1nnc(NS(=O)(=O)c2ccccc2)s1	0	-3	0.1	0	3	0	-5	-4	4
C/C(=N\Nc1ccc(S(N)(=O)=O)cc1[N+](=O)[O-])c1ccccc1O	5	1	3.8	6	-8	0	-3	1	-1
c1ccc(-c2nc(-c3ccccn3)nc(-c3ccccn3)n2)nc1	-3	10	2.2	-11	11	2	0	0	2
Cc1ccc(OCC(O)CNCc2ccc(F)cc2)cc1 (stereo not given)	-1	0	2.1	3	0	0	-1	0	-2
COc1ccc(CC(=O)Nc2ccc(OC)nc2)cc1	7	1	-0.2	1	1	-2	-9	0	-4
COc1ccc(-c2ccc3c(N)c(C(=O)c4cccc(OC)c4)sc3n2)cc1	-12	77*	6.9	-54	2	30*	16	63*	4
O=C(NCc1ccc(F)c(F)c1)C1CCC(=O)N(CC2CCCCC2)C1 (stereo not given)	-6	-1	3.8	-16	2	0	-9	0	-8
COc1cccc(NC(=O)C(Sc2nnnn2C)c2ccccc2)c1 (stereo not given)	-7	2	-1.9	9	3	-8	4	0	-4
CCc1nnc(NC(=O)CCC(=O)N2CCN(Cc3ccccc3)CC2)s1	10	1	0.3	6	3	-4	-8	1	1
COC(=O)C(C(=O)NCC1CCCO1)C1CCCCCC1 (stereo not given)	-4	2	2.3	-7	9	1	4	2	-8
O=C(CS(=O)(=O)c1cccc(C(F)(F)F)c1)Nc1ccccc1Cl	1	1	6.1	6	3	2	-2	-2	0
COc1ccc(Nc2nc(C)nc3c2oc2ccccc23)cc1	1	11	0.2	8	3	-1	-1	0	-4
COc1ccc(NC(=O)Cn2nc(C(=O)O)c3ccccc3c2=O)cc1S(=O)(=O)N1CCCCC1	4	-1	.	-4	2	.	.	.	.
Cc1ccc(S(=O)(=O)NCc2ccncc2)cc1	-4	1	2.2	6	-8	2	-1	6	4
Cc1cccc(N(C)C(=O)CN(C)S(=O)(=O)c2ccc3c(c2)c(=O)n(C)c(=O)n3C)c1	4	1	0.5	15	-2	0	-8	-1	0
CC(=O)c1ccc2c3c(ccc(O)c13)CC2	-9	-4	3.9	0	-3	-2	-9	1	-3
CCOCCCNC(=S)Nc1ccc2nc(N3CCOCC3)cc(C)c2c1	-5	7	-1.4	-11	-1	-5	-19	-4	-4
COc1ccc(C2=C(C=Nc3c(C)n(C)n(-c4ccccc4)c3=O)C(c3ccccc3C)c3ccccc3O2)cc1OC (stereo not given)	-2	1	0.5	-1	1	2	27	0	-1
O=C(O)C(Cc1c[nH]c2ccccc12)N1C(=O)c2ccccc2C1=O (stereo not given)	9	4	2.5	1	-5	2	1	-3	0
CS(=O)(=O)c1ccc(C(=O)Nc2ccccc2Cl)cc1	-8	-3	2.7	-2	5	-6	-1	-2	4
O=C1CSC(=S)N1/N=C/c1cccnc1	-14	7	0.0	-20	-2	-3	1	-2	2
O=C(NCCOc1ccc(Cl)cc1)c1cccc(S(=O)(=O)N2CCCC2)c1	-2	0	3.3	-5	-1	0	.	.	.
O=C(COC(=O)c1cnccn1)NCCc1ccc(Cl)cc1Cl	4	-3	0.1	-2	0	-1	-3	2	-26
Cc1cc(C)c(O)c(-c2cc(C(=O)Nc3c(C)n(C)n(-c4ccccc4)c3=O)[nH]n2)c1	-10	7	-2.5	7	-1	11	-5	-4	4
CCOC(=O)C1CCN(S(=O)(=O)c2cn(C)c(=O)n(C)c2=O)CC1	1	-3	2.6	1	0	-1	-12	0	-4
Cc1ccc(NC(=O)CSc2nnc(C)c(=O)n2N)c(C)c1	-16	30	-1.5	2	17	-3	-7	2	2
O=C1/C(=C\c2c(NCCOCCO)nc3ccccn3c2=O)SC(=S)N1Cc1ccco1	-16	-2	-1.2	-12	-77	-1	6	86*	3
COc1ccccc1N1CCN(C(=O)Cn2cnc3c2c(=O)n(C)c(=O)n3C)CC1	4	0	-0.1	1	2	-3	-4	6	2
CN1N=C(C(=O)N2CCN(c3ccc([N+](=O)[O-])cc3)CC2)CCC1=O	2	-2	-0.6	-9	2	-4	4	2	3
O=C1N(c2ccccc2)C(c2ccccc2)N2CCCN12 (stereo not given)	0	16	1.7	4	-2	-1	2	-1	-4
CC1Sc2ccc(S(=O)(=O)CCC(=O)Nc3cc(F)ccc3F)cc2NC1=O (stereo not given)	1	2	1.6	3	-2	0	4	4	0
Cc1cc(C)n2c(SCC(=O)Nc3ccc(F)cc3F)nnc2n1	-5	-9	-0.4	11	-4	0	-1	3	-1
COC(=O)c1sccc1NC(=O)COc1ccc(C)cc1	1	3	1.1	8	2	-1	6	-3	-1
CCOc1ccc(CCn2c(-c3ccco3)nc3ccccc3c2=O)cc1OCC	5	-2	-0.8	18	-6	0	-2	-3	4
COc1ccc(CCN(C(=O)c2snc(C(N)=O)c2N)C(C)C(=O)NC2CCCCC2)cc1OC (stereo not given)	5	1	-1.2	-1	2	2	2	-5	2
C=C(C)c1cccc(C(C)(C)NC(=O)Nc2ccc(C(C)=O)cc2)c1	-7	1	4.8	-8	-12	6	2	2	1
CCOC(=O)c1c2ccc(OCC(=O)N/N=C/c3ccc(C)cc3)cc2n2ccccc12	-4	24	-0.1	11	4	-2	9	-9	-3
N#CC1=C(N)SC(N)=C(C#N)C1c1ccoc1	-16	3	-9.1	-16	.	2	19	32*	16
